D1 ag – Allosteric Agonists of the Human D1 Dopamine Receptor: qHTS. D(1A) dopamine receptor (Homo sapiens), P21728. HEK293 T-REx D1 cells, calcium flux, agonist mode. activation, % at 2 µM. actives 1% (n = 360,000). AID 504660, 2011; in the data active = activation above about 30%; note: 0% is about no effect
Target sequence (P21728 whole entry, looked up): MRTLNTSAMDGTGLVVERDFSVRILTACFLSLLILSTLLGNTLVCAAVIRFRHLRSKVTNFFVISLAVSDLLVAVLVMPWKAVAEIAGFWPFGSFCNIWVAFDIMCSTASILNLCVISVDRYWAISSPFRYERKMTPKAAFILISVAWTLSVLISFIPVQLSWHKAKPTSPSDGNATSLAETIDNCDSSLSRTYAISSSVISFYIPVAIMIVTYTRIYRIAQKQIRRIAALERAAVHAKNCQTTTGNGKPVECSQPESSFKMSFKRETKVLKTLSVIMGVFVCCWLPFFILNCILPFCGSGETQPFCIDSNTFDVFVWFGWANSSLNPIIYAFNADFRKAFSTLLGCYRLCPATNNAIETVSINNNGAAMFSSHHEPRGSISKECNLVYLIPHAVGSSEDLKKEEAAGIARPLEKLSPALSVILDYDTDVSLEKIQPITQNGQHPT
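Agonism was scored from calcium flux recorded over 180 s (1 read/s) after pintool compound addition, following a 10-cycle baseline. Cells were inducible force-coupled HEK293 TREx D1, plated overnight at 30 C and loaded with no-wash calcium dye.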
D1 potentiator – Potentiators of Human D1 Dopamine Receptor: qHTS; D(1A) dopamine receptor (Homo sapiens), P21728; HEK293 TREx D1 cells, calcium flux, dopamine EC20 potentiation; potentiation, % at 10 µM; actives 0.036% (n = 360,000); AID 504651, 2011; in the data active = potentiation above about 30%; note: 0% is about no effect
Vif-A3F inh – qHTS for Inhibitors of Vif-A3F Interactions: qHTS; HeLa A3F-eYFP + Vif (tagged APOBEC3F with the HIV-1 protein that degrades it), YFP fluorescence increase; Potency, µM (doses to about 46.1 µM), for inactives: at the top dose activity, negative = active; actives 0.2% (n = 390,000); AID 602313, 2012; note: potency is the fitted concentration of half-maximal effect; % of control where 0% means no effect; nearly all actives have a fitted effect of over 65% in size
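Fluorescence increase (Ex 488/Em 500-530) after overnight compound treatment at 37 deg C flags inhibition of Vif-driven A3F-eYFP loss in stable HeLa A3F-eYFP/Vif cells seeded overnight beforehand.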
D2 PAM – HTS Assay for Positive Allosteric Modulators of the Human D2 Dopamine Receptor: Primary Screen for Potentiators; actives 0.34% (n = 340,000); HEK293 T-REx D2, calcium flux, EC20 dopamine potentiation; potentiation, % at 10 µM; AID 485347, 2010;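 active = potentiation over 3 SD above the plate norm, cut at about 30% in these data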; note: 0% is about no effect
Target sequence (P14416 whole entry, looked up): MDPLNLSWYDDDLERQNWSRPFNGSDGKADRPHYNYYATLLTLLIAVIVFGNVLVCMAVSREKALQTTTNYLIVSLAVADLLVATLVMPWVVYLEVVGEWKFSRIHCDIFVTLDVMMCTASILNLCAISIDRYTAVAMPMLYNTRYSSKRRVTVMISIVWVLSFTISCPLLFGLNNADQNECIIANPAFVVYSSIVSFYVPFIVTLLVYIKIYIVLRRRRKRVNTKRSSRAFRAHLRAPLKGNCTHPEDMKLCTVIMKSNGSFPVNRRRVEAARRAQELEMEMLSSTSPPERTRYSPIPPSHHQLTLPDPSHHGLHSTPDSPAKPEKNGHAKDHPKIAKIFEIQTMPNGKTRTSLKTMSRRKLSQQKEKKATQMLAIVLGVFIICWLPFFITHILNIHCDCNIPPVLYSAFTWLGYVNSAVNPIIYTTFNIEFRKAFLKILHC
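Tetracycline-induced HEK293 T-REx cells force-coupled to calcium signalling expressed D2; compounds were pin-added after a 10 s baseline, read kinetically 180 s, then an EC20 dopamine challenge followed with a further 180 s calcium read.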
Vif-A3G inh – qHTS for Inhibitors of Vif-A3G Interactions: qHTS | DNA dC->dU-editing enzyme APOBEC-3G (Homo sapiens), Q9HC16 | HeLa A3G-eYFP + Vif (tagged APOBEC3G with the HIV-1 protein that degrades it), YFP fluorescence, overnight | Potency, µM (top dose mostly 46.1 µM), inactives show top-dose activity, negative = active, usual class: inhibitors | actives 0.076% (n = 410,000);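 note: potency is the fitted concentration of half-maximal effect; % is set by controls: 0 for no effect and ±100 for the full control effect; nearly all actives have a fitted effect of over 60% in size; hits raise eYFP signal because A3G escapes Vif-driven loss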
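Read-out is eYFP fluorescence (Ex 488/Em 500-530) from Vif-expressing HeLa A3G-eYFP cells; more signal means A3G escaped Vif-mediated degradation. Cells plated overnight, compound pinned in, incubated overnight at 37 deg C.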
RXFP1 ag – qHTS Assay for Agonists of the Relaxin Receptor RXFP1 | HEK293T-RXFP1 cAMP TR-FRET, 30 min; response scale: percent of porcine relaxin response, buffer zero | Potency, µM (highest dose often 57.5 µM), without a hit: at the highest dose activation, hits mostly activators | actives 0.3% (n = 370,000) | Relaxin receptor 1 (Homo sapiens), Q9HBX9; note: potency is the fitted concentration of half-maximal effect; % is set by controls: 0 for no effect and ±100 for the full control effect; nearly all actives have a fitted effect of over 60% in size; many of its hits are not listed in these tables
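HEK293 cells stably expressing RXFP1, treated 30 min at 37C with compounds plus PDE4 inhibitor Ro 20174; cAMP measured by HTRF TR-FRET. Normalized to buffer and 29 nM porcine relaxin; EC50 by Hill fit.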
RXFP1 antag – qHTS Assay for Antagonists of the Relaxin Receptor RXFP1; actives 0.59% (n = 350,000); AID 1259400, 2018; Relaxin receptor 1 (Homo sapiens), Q9HBX9; activity change, negative = inhibition, % at 57.5 µM; HEK293-RXFP1, relaxin-stimulated cAMP HTRF, 30 min; hits give low values;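 active = activity change of -60% or lower, but not beyond a set lower limit; inconclusive = change between -60% and -40%, or beyond the set limit; inactive = change above -40%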; note: % is set by controls: 0 for no effect and ±100 for the full control effect
GRP78 ERSR act – qHTS for Inducers of the Endoplasmic Reticulum Stress Response (ERSR) in Human Glioma: qHTS; Potency, µM, for the others: top-dose activation, hits mostly activators; U87-MG GRP78 promoter luciferase reporter, 16 h; actives 0.02% (n = 420,000); note: potency is the fitted concentration of half-maximal effect; series mostly up to about 76 µM; % of control where 0% means no effect; nearly all actives have a fitted effect of over 35% in size
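Stably transfected U87-MG glioma cells carrying a GRP78-based luciferase sensor; 16 h compound incubation. Luminescence end-point read 10 min after Bright-Glo addition at room temperature.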
D1 antag – Antagonist of Human D 1 Dopamine Receptor: qHTS. HEK293 TREx D1 cells, calcium flux, dopamine EC80; hits give low values. D(1A) dopamine receptor (Homo sapiens), P21728. actives 3.2% (n = 360,000). activity change, negative = inhibition, % at 10 µM; in the data active = activity change below about -30%; note: % is set by controls: 0 for no effect and ±100 for the full control effect
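Kinetic fluorescence of a calcium dye serves as the read-out. D1-expressing Hek293 Trex cells, induced overnight at 30 C, are exposed to compound for 180 s before an EC80 dopamine addition, then read 180 s further.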
Active calls of the source: *; ? = inconclusive; · = not tested or not shown; & = joins results of further samples. Unless noted, calls come from the whole dose curve; as a rule, active = well fitted curve in the direction sought with a large enough effect; inconclusive = small, poorly fitted or top-dose-only effect, or another doubt; inactive = no such curve, though single readings can be large; an effect the other way counts as inactive or inconclusive. Some of the compounds tested; rates above refer to the full screens.

Compound	Vif-A3F inh	D2 PAM	RXFP1 antag	D1 potentiator	Vif-A3G inh	D1 ag	RXFP1 ag	D1 antag	GRP78 ERSR act
O=C(Nc1ncc(Cc2cccc(Cl)c2Cl)s1)C1CCCO1 (stereo not given)	-3%	4	-28	1	-11%	3	0.7%	9	1%
O=S1(=O)N=C(Nc2ccc(O)cc2)c2ccccc21	4%	10	-3	-6	2%	0	1.6%	-4	-4%
CCNc1nc(NCC)n2c(SCC(=O)Nc3cccc(F)c3)nnc2n1	-12%	-3	-4	-3	0%	0	1.3%	26	0%
Cc1ccc(S(=O)(=O)/N=C(/Nc2c(C)n(C)n(-c3ccccc3)c2=O)c2ccc(Cl)cc2)cc1	2%	-17	-1	8	-2%	2	-0.8%	3	0%
COC(=O)c1c(C(=O)OC)c(-c2ccccc2)n2c1CCC2	-3%	13	-1	-4	-7%	-1	0.3%	-9	-3%
Cc1ccc(Cl)cc1NC(=O)CCCn1c(=O)c2cccn2c2cccnc21	-5%	5	6	1	-9%	1	0.3%	-2	0%
O=S(=O)(c1ccccc1)n1cc(-c2ccccn2)c(N2CCOCC2)n1	-3%	2	8	2	0%	1	-2.7%	8	7%
CCCCN1CC(=O)N2[C@H]3c4cc(C)ccc4OC[C@@H]3[C@H](C(=O)OCC)[C@]2(C)C1=O	-6%	-19	·	3	0%	-2	-1.8%	·	3%
O=C(N=Nc1c(O)n(Cc2ccccc2)c2ccccc12)c1cc2ccccc2cc1O	-22%	11	-14	-3	4%	1	1.7%	7	1%
Cc1cc(C)c2c(N)c(C(=O)c3ccc(Br)cc3)oc2n1	6%	-2	-9	0	-6%	0	1.7%	-3	4%
CN(Cc1ccc(F)cc1)C(=O)c1ccc(NC(=O)CC2SC(N3CCCC3)=NC2=O)cc1 (stereo not given)	5%	3	-1	-1	0%	0	-0.7%	2	-3%
COc1ccc(-n2c(SCC(=O)N3CCCC3)nc3ccccc3c2=O)cc1	·	5	·	-4	·	1	-0.1%	7	·
Cc1ccc2c(=O)c(C(=O)c3ccc(F)cc3)cn(CC(=O)Nc3ccc4c(c3)OCCO4)c2n1	-8%	-4	15	-1	-4%	4	?	-4	-5%
O=C(COC(=O)c1ccncc1)NCc1ccccc1	4%	-2	-5	4	-1%	2	0.4%	-20	2%
O=C(CSc1ccc(Cl)cc1)NNC(=O)c1cccnc1	2%	3	22	-2	0%	4	0.2%	11	-2%
Fc1ccc(NC(=S)N2CCc3ccccc32)cc1	4%	6	-7	-4	0%	4	-1.6%	-17	4%
O=C(NCc1ccc(Cl)cc1)c1cc(=O)[nH]c2ccc(S(=O)(=O)N3CCOCC3)cc12	6%	14	-14	-5	0%	1	1.4%	-3	-5%
O=[N+]([O-])c1ccc(CN2CCN(c3ccc([N+](=O)[O-])cc3)CC2)cc1	-5%	4	-10	-3	-1%	7	0.0%	-3	-8%
CCC(=O)Nc1ccc(NC(=O)c2ccc3ccccc3c2)cc1	1%	16	-11	-4	-6%	2	3.1%	4	-3%
CN(C)S(=O)(=O)c1cccc(C(=O)Nc2ccc(C(=O)Nc3cccc(S(N)(=O)=O)c3)cc2)c1	-8%	·	-2	·	0%	·	·	·	-8%
CCN=c1sc(C(=O)Nc2ccccc2)c(C)n1CC	-1%	5	-1	-8	-3%	4	0.6%	-5	-3%
Cc1cc(C)n(-c2nc3ccccc3c(=O)n2OCC(N)=O)n1	8%	-1	-1	-10	-1%	5	-0.3%	11	-4%
O=C(Nc1ccc(F)cc1)c1oc2ccccc2c1NC(=O)C12CC3CC(CC(C3)C1)C2	8%	10	·	-2	5%	1	-1.9%	3	-2%
O=C(c1ccc2oc(CCc3ccccc3)nc2c1)N1CCC(O)CC1	-6%	-18	-20	-3	1%	7	4.2%	12	-9%
CC1(C)CC(=O)C(Sc2ccccc2)=C(O)C1	-1%	-2	-22	0	-3%	2	-0.7%	-1	-2%
CCc1ccc(C(=O)/C=C/Nc2ccc(S(=O)(=O)Nc3onc(C)c3C)cc2)cc1	3%	7	4	-4	-14%	12	1.4%	12	-3%
C/C(=N\Nc1nnc(C)c(=O)[nH]1)C(=O)O	-6%	1	31	-3	1%	2	-0.9%	2	-2%
COC(=O)C1=CN(Cc2ccccc2)C=C(C(=O)OC)C1c1ccc(OC)c(OC)c1	4%	11	-2	2	0%	5	-1.6%	28	-1%
N#Cc1ccsc1NC(=O)C1CCN(C(=O)c2ccc(Cl)cc2)CC1	-4%	28	-17	-3	1%	6	-1.0%	10	-2%
CN(C)c1ccc(CNS(=O)(=O)c2csc(C(N)=O)c2)cc1	-6%&-1%	8&2	5&-6	1&-2	5%&7%	0&0	-1.7%&-2.6%	19&5	0%&-3%
O=C(CCN1C(=O)C2CC=C(Cl)CC2C1=O)NCc1ccccc1 (stereo not given)	-1%	14	6	1	0%	-1	-1.2%	18	-1%
O=C(Nc1ccc(S(=O)(=O)N2CCCC2)cc1)c1ccc(Br)o1	3%	-7	3	-3	-3%	-1	6.1%	-12	-1%
O=C(NC1CCC(O)CC1)c1cccc2cccnc12 (stereo not given)	-18%	-5	-15	3	0%	2	5.1%	-11	-5%
CN(N=Cc1ccc([N+](=O)[O-])cc1)c1ccccn1	5%	·	-8	·	-1%	·	·	·	8%
C/C(=C\C=C(C#N)C#N)c1cc(C#N)c(N)o1	-27%	2	1	-9	-8%	63*	5.8%	21	-4%
Cc1ccnc(NS(=O)(=O)c2ccc(NC(=O)Cc3c(F)cccc3Cl)cc2)n1	8%	0	2	-1	0%	-1	-1.0%	-16	-4%
CCNC(=O)COC(=O)CCNC(=O)c1ccc(Cl)cc1	-7%	12	2	-1	1%	1	-0.2%	1	-3%
O=C(NNc1ccccc1C(F)(F)F)c1cccs1	0%	-11	10	8	0%	3	-0.9%	6	-2%
CCOC(=O)c1sc2ncn(/N=C/N(C)C)c(=O)c2c1C	-8%	1	0	0	0%	3	2.4%	-1	-2%
CCOC(=O)c1c(C)c(C(=O)Nc2cc(F)ccc2F)c(C)n1C	-5%	-9	3	-6	?	2	0.5%	-2	2%
CCOc1cc(CNCCc2ccc(S(N)(=O)=O)cc2)ccc1OCc1ccccc1	-19%	41*	-21	-8	3%	35*	-0.1%	-45*	-1%
COc1cc(OC)c(NC(C)C(=O)NCc2ccccc2)cc1Cl (stereo not given)	11%	·	0	-1	2%	1	0.0%	3	2%
Cc1ccc(S(=O)(=O)N(Cc2ccccc2F)C(=O)N2CCN(C)CC2)cc1	4%	-4	-7	-5	2%	1	-0.3%	-3	-3%
Fc1ccccc1-n1cn[nH]c1=S	-4%	-2	6	2	1%	2	-0.4%	-2	1%
C/C(=N\NC(=O)C1CC1)c1cccc(NC(=O)c2cccc(Cl)c2)c1	·	-7	·	-2	·	1	0.3%	1	·
COc1ccccc1C1CC(=O)NC(SCC(=O)Nc2ccccc2)=C1C#N (stereo not given)	3%	9	·	-5	2%	2	-0.3%	-11	-3%
CCOc1ccc(C(=O)NCC(c2ccc3c(c2)OCO3)N2CCOCC2)cc1 (stereo not given)	6%	7	-10	2	-4%	0	2.4%	0	-2%
O=C(CSc1ccc2nnc(CCNC(=O)c3ccccc3)n2n1)NCc1ccco1	2%	-4	-4	1	1%	3	15%	-5	-6%
C[C@@H]1CN([C@@H](C)CO)C(=O)CCCn2nncc2CO[C@H]1CN(C)S(=O)(=O)c1ccc(Cl)cc1	-13%	·	-11	·	-7%	·	·	·	-5%
CCOc1ccc(NC(=O)CSc2nc(C)c(C(=O)Nc3ccccc3)c(-c3ccc(Cl)cc3)c2C#N)cc1	0%	4	·	-1	-12%	2	3.0%	-20	-3%
Cc1nn2c(Nc3ccccc3)c3c(nc2c1-c1ccccc1)CCC3	-7%	10	-11	-4	3%	4	3.8%	30	-2%
C/C(=N\NC(=O)COc1c(C)cccc1C)c1cccs1	-9%	1	1	3	-2%	0	-1.8%	-15	2%
Cc1cc(C)nc(SCc2ccc([N+](=O)[O-])cc2)n1	-2%	2	-9	-6	-7%	4	3.5%	-4	2%
CCCCNC(=O)c1cccc(S(=O)(=O)N2CC3(C)CC2CC(C)(C)C3)c1 (stereo not given)	-12%	-6	-3	-7	4%	3	-0.1%	-29	-2%
CCc1ccc(-c2csc3ncn(CC(=O)NCc4ccco4)c(=O)c23)cc1	-2%	1	-10	7	-3%	0	-0.5%	-19	-2%
Cc1cc(C(=O)NCc2ccco2)c2cc(F)ccc2n1	?	2	-5	0	-11%	0	0.9%	-4	-1%
N#Cc1ccc(COC(=O)c2cnc(Cl)c(Cl)c2)cc1	-6%	-3	-4	-7	-4%	7	14%	-4	3%
O=C(CN1CCCCC1)NC(=O)NC1CCCCC1	-6%	6	4	-5	3%	1	2.9%	13	-2%
Cc1cc(NS(=O)(=O)c2ccc(NC(=O)c3ccc([N+](=O)[O-])s3)cc2)nc(C)n1	9%	·	-9	·	-21%	·	·	·	-14%

Some entries already given, showing only RXFP1 antag and GRP78 ERSR act:
canonical_smiles	RXFP1 antag	GRP78 ERSR act
Cc1cc(C)nc(SCc2ccc([N+](=O)[O-])cc2)n1	-9	2%
CCCCNC(=O)c1cccc(S(=O)(=O)N2CC3(C)CC2CC(C)(C)C3)c1 (stereo not given)	-3	-2%

Screens deposited in PubChem by National Center for Advancing Translational Sciences (NCATS).
